MrgX1 ag – agonists of human MrgX1 receptor, primary screen, HEK293 cells, Fluo-4 calcium flux; AID 588627, 2011; B-score at 10 µM; 310,000 tested, 0.44% active; Fluo-4 calcium fluorescence, agonist mode; stronger effect = higher value;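 active means calcium response B-score plate-corrected fluorescence ratio at least 3 library SD, with starting fluorescence B-score inside 5 SD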
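Material: HEK293 cells stably expressing human MrgX1 receptor | Quantity: 15,000 cells per well | Times: Cells plated overnight, dye loaded 0.5 h 37 °C, 0.5 h room temperature | Measured by: Kinetic Fluo-4 NW fluorescence of intracellular calcium | Control set: Positive and negative controls per plate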
TMEM16A inh – TMEM16A chloride channel inhibitors, primary screen, cell-based, HTS; Anoctamin-1 (Mus musculus), Q8BHY3; HEK293 TMEM16A/YFP iodide influx fluorescence, ionomycin; normalized B-score (activity score, 25-100; higher = stronger inhibition) at 10 µM; 310,000 tested, 1.2% active;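 active means ratio plate-corrected score three or more library SD toward inhibition, starting fluorescence score within five deviations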;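 further: score derived from kinetic fluorescence span divided by baseline fluorescence per well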
Target sequence (Q8BHY3 whole entry, looked up): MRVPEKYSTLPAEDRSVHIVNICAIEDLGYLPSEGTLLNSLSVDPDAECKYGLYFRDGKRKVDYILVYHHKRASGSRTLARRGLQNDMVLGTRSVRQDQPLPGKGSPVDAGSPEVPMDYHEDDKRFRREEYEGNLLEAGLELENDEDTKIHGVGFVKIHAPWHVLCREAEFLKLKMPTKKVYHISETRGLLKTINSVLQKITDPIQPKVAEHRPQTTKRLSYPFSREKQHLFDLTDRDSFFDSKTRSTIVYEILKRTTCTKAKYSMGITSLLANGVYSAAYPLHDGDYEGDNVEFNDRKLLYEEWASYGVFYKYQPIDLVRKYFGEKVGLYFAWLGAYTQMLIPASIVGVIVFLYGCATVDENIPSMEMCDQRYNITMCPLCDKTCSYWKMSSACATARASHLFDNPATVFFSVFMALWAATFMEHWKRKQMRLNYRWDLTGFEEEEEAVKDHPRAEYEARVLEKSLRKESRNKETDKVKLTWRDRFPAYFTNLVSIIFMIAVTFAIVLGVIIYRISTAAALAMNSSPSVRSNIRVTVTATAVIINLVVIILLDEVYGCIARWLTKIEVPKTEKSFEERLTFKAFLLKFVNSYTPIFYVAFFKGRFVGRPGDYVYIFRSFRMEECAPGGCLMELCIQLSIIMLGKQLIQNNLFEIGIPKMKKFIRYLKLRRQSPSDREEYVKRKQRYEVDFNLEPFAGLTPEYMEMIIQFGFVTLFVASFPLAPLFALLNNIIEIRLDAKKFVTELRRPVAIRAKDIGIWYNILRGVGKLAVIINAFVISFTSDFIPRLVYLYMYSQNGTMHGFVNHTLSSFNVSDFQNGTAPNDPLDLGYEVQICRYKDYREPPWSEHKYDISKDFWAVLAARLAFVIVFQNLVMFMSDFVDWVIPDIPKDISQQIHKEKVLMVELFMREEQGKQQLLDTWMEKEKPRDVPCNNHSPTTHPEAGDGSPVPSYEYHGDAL
RGS4 pot – RGS4 potentiators or activators, primary screen, cell-based, HEK293 M3R inducible RGS4, calcium flux. B-score at 10 µM. AID 463111, 2010. carbachol calcium flux Fluo4; stronger effect = lower value. 310,000 tested, 0.92% active;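 active means B-score of the integrated calcium signal more than 4 SD below the library mean, with starting fluorescence not abnormally high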;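 further: negative B-score means reduced calcium response which marks RGS4 activation or potentiation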
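Detection: kinetic calcium fluorescence imaging with Fluo4-AM dye, 2 µM / Material: HEK293 cells with stable M3R and inducible RGS4 / Schedule: recording 10 s baseline at 1 Hz, 100 s post-agonist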
ANO1 activ – TMEM16A chloride channel activators or potentiators, primary screen, cell-based, HTS; B-score at 10 µM; HEK293 TMEM16A/YFP-H148Q/I152L, iodide quench fluorescence; stronger effect = lower value; Anoctamin-1 (Mus musculus), Q8BHY3; AID 623877, 2012; 340,000 tested, 0.3% active;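 active means fluorescence-ratio B-score plate-corrected deviation score at least 3 library SD below zero, with starting fluorescence score within 5 deviations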;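 further: channel opened by trigger with iodide after compound preincubation; score built on the fluorescence ratio of max minus min over baseline; more negative score means more quench and so TMEM16A activation or potentiation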
TRPC6 inhibitor – mouse TRPC6 channel inhibitors, primary screen, cell-based, HEK293, membrane potential dye; Short transient receptor potential channel 6 (Mus musculus), Q61143; ACh-evoked depolarization; stronger effect = lower value; B-score at 10 µM; 310,000 tested, 1.1% active;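 active means B-score under library mean minus 3 SD, initial fluorescence not abnormally high, positive integrated signal ratio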;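 further: B-score derived from integrated fluorescence ratio over the kinetic read; more negative B-score means stronger inhibition of depolarization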
RGS4 inh – RGS4 inhibitors, primary screen, cell-based, HEK293 M3R inducible RGS4, calcium flux; B-score at 10 µM; 310,000 tested, 0.45% active; Regulator of G-protein signaling 4 (Homo sapiens), P49798; AID 463165, 2010; Fluo-4 calcium flux; stronger effect = higher value; triggered by carbachol at its EC20;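 active means B-score, a plate-corrected calcium signal, over three deviations above library mean, with baseline fluorescence within five deviations of library mean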;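 further: RGS4 expression induced by doxycycline in cells with stable M3 receptor; B-score is computed from the integrated fluorescence ratio over baseline after carbachol; higher B-score means a larger calcium signal and so more RGS4 inhibition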
MrgX1 allo act – positive allosteric modulators of MrgX1, primary screen, HEK293 cells, Fluo-4 calcium flux | B-score at 10 µM | FDSS; stronger effect = higher value | AID 588675, 2011 | 310,000 tested, 0.63% active | Mas-related G-protein coupled receptor member X1 (Homo sapiens), Q96LB2;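 active means plate-corrected calcium response at least 3 library SD above typical, normal starting fluorescence, not activating the receptor alone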;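 further: compound read alongside a low EC10 to EC30 dose of BAM8-22 agonist; peak minus trough fluorescence over baseline measured at the second addition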
SKKanGAS inh – S. pyogenes SKKanGAS growth inhibitors in kanamycin, primary screen, streptokinase expression inhibitor project, SKKanGAS strain, BacTiter-Glo luminescence. inhibition, % at 7.5 µM. 6 h. 300,000 tested, 1.3% active;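 active means mean replicate score, as percent of positive control median, at least 50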;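 further: strain carries kanamycin resistance gene driven by streptokinase promoter and grows in 40 µg/ml kanamycin; loss of luminescence reflects streptokinase promoter inhibition or plain growth inhibition; 0% = median of DMSO wells and 100% = positive control at its reference dose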
HDAC3 inh – HDAC3 deacetylase inhibitors, primary screen, biochemical, fluorescence, cell-free homogeneous. recombinant HDAC3, fluorogenic peptide/trypsin coupled. inhibition, % at 8.3 µM. 320,000 tested, 0.15% active. AID 2718, 2010; in the data active means inhibition above about 26%, passing the limit was not always enough
MrgX1 antagonist – antagonists of human MrgX1 receptor, primary screen, HEK293 cells, Fluo-4 calcium flux; 310,000 tested, 1.3% active; B-score at 10 µM; Mas-related G-protein coupled receptor member X1 (Homo sapiens), Q96LB2; AID 588676, 2011; BAM8-22 antagonism; stronger effect = lower value;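 active means calcium-response B-score plate-corrected more than 3 library SD below zero, starting fluorescence within 5 deviations, no agonist response on first addition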;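 further: peak minus trough fluorescence over baseline after final BAM8-22 challenge near maximal dose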
TRPC6 activator – mouse TRPC6 channel activators, primary screen, cell-based, HEK293, membrane potential dye. Short transient receptor potential channel 6 (Mus musculus), Q61143. HEK293-TRPC6 membrane potential dye fluorescence; stronger effect = higher value. B-score at 10 µM. 310,000 tested, 0.13% active. AID 2550, 2010;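 active means B-score of the integrated fluorescence ratio above library mean plus 3 SD, and starting fluorescence ratio within library mean plus 5 SD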;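 further: higher score means more depolarization so channel activation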
* hit, by the source's call; i = inactive; · = not tested or not shown.

Start of the data: the first 2 compounds (preview)
SMILES	MrgX1 ag	TMEM16A inh	RGS4 pot	ANO1 activ	TRPC6 inhibitor	RGS4 inh	MrgX1 allo act	SKKanGAS inh	HDAC3 inh	MrgX1 antagonist	TRPC6 activator
CCOC(=O)N1CCN(C(=O)c2cccc(N3C(=O)NC4CC3(C)Oc3ccccc34)c2)CC1 (centres undefined)	i	i	i	i	i	i	i	-3	-1	i	i
O=C(COC(=O)c1cccc(N2C(=O)C3CC=CCC3C2=O)c1)c1ccccc1 (centres undefined)	i	i	i	i	i	i	i	-3	3	i	i

Results, from the first entry:
SMILES	MrgX1 ag	TMEM16A inh	RGS4 pot	ANO1 activ	TRPC6 inhibitor	RGS4 inh	MrgX1 allo act	SKKanGAS inh	HDAC3 inh	MrgX1 antagonist	TRPC6 activator
CCOC(=O)N1CCN(C(=O)c2cccc(N3C(=O)NC4CC3(C)Oc3ccccc34)c2)CC1 (centres undefined)	i	i	i	i	i	i	i	-3	-1	i	i
O=C(COC(=O)c1cccc(N2C(=O)C3CC=CCC3C2=O)c1)c1ccccc1 (centres undefined)	i	i	i	i	i	i	i	-3	3	i	i
CCOC(=O)c1cc(-c2csc(COc3ccc(Cl)cc3)n2)on1	i	i	i	i	i	i	i	-12	-3	i	i
O=C(C[n+]1cccc(CNC(=O)c2ccc(OC(F)F)cc2)c1)Nc1cc(C(F)(F)F)ccc1Cl	i	i	i	i	i	i	i	11	-3	i	i
COc1ccc(CN2C(=NC(=O)c3ccccc3)SC3CS(=O)(=O)CC32)cc1 (centres undefined)	i	i	i	i	i	i	i	-4	3	i	i
Cc1ccc(NC(=O)Cn2nnc(C(=O)Nc3ccc(F)c(Cl)c3)c2N)cc1	i	i	i	i	i	i	i	-9	-8	i	i
CCOC(=O)N1CC=C2C(C#N)=C(N)C(C#N)(C#N)[C@H](c3cccs3)[C@H]2C1	i	25*	i	i	i	i	i	-3	0	i	i
COC(=O)c1ccc(COc2ccc(Cl)cc2)o1	i	i	i	i	i	i	i	-4	11	i	i
Cc1ccc(C)c(-c2nc3cc(N)ccc3o2)c1	i	i	i	i	i	i	i	9	-29	i	i
COc1ccc(/C=C2/SC(=S)N(CCCC(=O)Nc3ccccc3C(=O)O)C2=O)cc1	i	i	i	i	i	i	i	28	6	i	i
COc1cccc(C2CC(=O)Nc3n[nH]c(-c4ccccc4)c32)c1OC (centres undefined)	i	i	i	i	i	i	i	-1	7	i	i
CC1(C)CC(=O)C2=C(C1)NC(=O)CC2C(=O)NCc1ccc(F)cc1 (centres undefined)	·	·	i	·	i	i	·	-2	·	·	i
O=C(CN1C(=O)C2CC=CCC2C1=O)Nc1ccc(S(=O)(=O)Nc2ncccn2)cc1 (centres undefined)	i	i	i	i	i	i	i	-4	0	i	i
CCOC(=O)C1=NN(c2ccc(Cl)cc2)C(=O)C1	i	i	i	i	i	i	i	-7	-2	i	i
COc1ccc(CNC(=O)CN2CCC(C(=O)c3ccc(OC)cc3)CC2)cc1	i	i	i	i	i	i	i	5	6	i	i
Cc1cc(-c2nnc(SCc3cccnc3)o2)no1	i	i	i	i	i	i	i	1	-4	i	i
Cc1cc(C)c2c(CC(=O)NC3CCS(=O)(=O)C3)coc2c1 (centres undefined)	i	i	i	i	i	i	i	4	-17	i	i
CN(C)C(CNC(=O)c1ccccc1OCc1ccc(Cl)cc1)c1ccco1 (centres undefined)	i	i	i	i	i	i	i	2	2	i	i
Cc1ccc(C(=O)NCCN(C)C)c(C)c1	i	i	i	i	i	i	i	0	-1	i	i
Cc1cccc(NC(=O)c2cc(S(=O)(=O)c3ccccc3)ccc2Cl)c1	i	i	i	i	i	i	i	-6	7	i	i
CSc1nncc(/C(C)=N/O)n1	i	i	i	i	i	i	i	0	-6	i	i
O=C(NC1CCC1)C1CCC(=O)N(Cc2ccccc2F)C1 (centres undefined)	i	i	i	i	i	i	i	-14	-5	i	i
COc1ccc(-c2nc3ccccn3c2NC2CCCCC2)cc1SC1CCCCC1	i	i	-7.9*	i	i	i	i	83*	-6	i	i
CCC1CCCCN1CCCNC(=O)c1c(O)nc2ccccn2c1=O (centres undefined)	i	i	i	i	i	i	i	6	13	i	i
NC(=O)CN1C(=O)NC2(CCOc3ccccc32)C1=O (centres undefined)	i	i	i	i	i	i	i	0	4	i	i

(cont.)
SMILES	MrgX1 ag	TMEM16A inh	RGS4 pot	ANO1 activ	TRPC6 inhibitor	RGS4 inh	MrgX1 allo act	SKKanGAS inh	HDAC3 inh	MrgX1 antagonist	TRPC6 activator
Cc1ccc(C)c(NC(=O)CN(C)S(=O)(=O)c2cccc3cccnc23)c1	i	i	i	i	i	i	i	1	0	i	i
Cc1ccc(NC(=O)CSc2nnc(Cn3cnc4ccccc43)o2)c(C)c1	i	i	i	i	i	i	i	-2	10	i	i
CCN(CC)S(=O)(=O)c1ccc(C(=O)NC(C)(C)C)cc1	i	i	i	i	i	i	i	-6	1	i	i
COCCNc1nc(SCc2ccccc2)nc2sc3c(c12)CCC3	i	i	i	i	i	i	i	27	-2	i	i
COc1ccc(C(=O)NNC(=O)C(=O)NC2CCCCC2)cc1	i	i	i	i	i	i	i	28	-7	i	i
Cc1ccc(/C=C2\SC(=S)N(c3c(C)n(C)n(-c4ccccc4)c3=O)C2=O)cc1	i	i	i	i	i	i	i	-14	1	i	i
CC(=O)Nc1ccc(Nc2cc(C)nc3c(-c4ccccc4)cnn23)cc1	i	i	·	i	·	·	i	·	2	i	·
O=C(Cc1ccccc1F)NCC(c1ccco1)N1CCCCC1 (centres undefined)	i	i	i	i	i	i	i	-9	-6	i	i
O=c1cc(-c2ccccc2)[nH]n1-c1ccc([N+](=O)[O-])cc1	i	100*	i	i	-7.9*	i	i	51*	5	i	i
COc1ccc(-n2ncc(C(C)NS(=O)(=O)c3cc(F)ccc3C)c2C)cc1 (centres undefined)	i	i	i	i	i	i	i	3	-1	i	i
CSc1ncccc1C(=O)OCC(=O)Nc1ccc(S(=O)(=O)N2CCCC2)cc1	i	i	i	i	i	i	i	-5	1	i	i
Cc1nc(C(F)(F)F)c(C(=O)N=CN(C)C)s1	i	i	i	i	i	i	i	-9	-5	i	i
CCCCc1nc2cc(C(=O)N3CCN(c4cnccn4)CC3)ccc2o1	i	i	i	i	i	i	i	1	-1	i	i
Cc1ccccc1OCCN1C(=O)C(=O)c2cccc(C)c21	i	i	i	i	i	i	i	1	-1	i	i
C(=N\n1c2ccccc2c2ccccc21)/c1ccccc1	i	i	i	i	i	i	i	-2	-2	i	i
O=C(Cn1c2[n+](c3ccc(C(F)(F)F)cc31)CCCCC2)Nc1ccccc1	i	i	i	i	i	i	i	4	0	i	i
O=C(O)/C=C/C(=O)Nc1ccc(C2(c3ccc(NC(=O)/C=C/C(=O)O)cc3)c3ccccc3-c3ccccc32)cc1	i	i	i	i	i	i	i	7	7	i	i
COc1ccccc1CNc1ncc(-c2ccc(F)cc2)n1C	i	i	i	i	i	i	i	5	0	i	i
CCOc1ccccc1NC(=O)CN1CCN(C(=O)C2CCCO2)CC1 (centres undefined)	i	i	i	i	i	i	i	8	-3	i	i
Cc1ccc2occ(CN3CCN(Cc4ccccc4)CC3)c(=O)c2c1	i	i	i	·	i	i	i	9	-5	i	i
O=C(NCc1cccs1)c1ccc(N2CCCCC2)nc1	i	i	i	i	i	i	i	-4	-2	i	i
Cn1c(-c2ccc(C=O)s2)nc2c3ccccc3c3ccccc3c21	i	i	i	i	i	i	i	5	1	i	i
CCn1c(SCC(=O)Nc2cc(C)on2)nc2c(c1=O)SCC2	i	i	i	i	i	i	i	7	-6	i	i
Cc1ccccc1-n1c(=O)/c(=C\c2ccco2)s/c1=C(/C#N)C(=O)Nc1ccccc1	i	i	i	i	i	i	i	-7	-4	i	i
Cc1ccc[n+](/C(=C\C(=C=[N-])C#N)C(=O)c2ccc(Cl)cc2)c1	i	i	i	i	i	i	i	2	2	i	i

Continued.
SMILES	MrgX1 ag	TMEM16A inh	RGS4 pot	ANO1 activ	TRPC6 inhibitor	RGS4 inh	MrgX1 allo act	SKKanGAS inh	HDAC3 inh	MrgX1 antagonist	TRPC6 activator
COc1cc(CNn2cn[nH]c2=S)cc(Cl)c1OCc1ccccc1	i	i	i	i	i	i	i	-12	2	i	i
CC(=O)Oc1ccc(C(c2ccc(OC(C)=O)cc2)c2ccccn2)cc1	i	i	i	i	i	i	i	-1	·	i	i
CN(C)/C=N/c1nc2ccc3c(c2s1)CCCC3	i	i	i	i	i	i	i	4	6	i	i
COc1cccc(NC(=O)C2CCN(C(=O)[C@@H]3Cc4ccccc4CN3C(=O)OC(C)(C)C)CC2)c1	i	i	i	i	i	i	i	2	5	i	i
CCc1cccc(NC(=S)Nc2ccc(CN3CCOCC3)cc2)c1	i	i	i	i	i	i	i	2	0	i	i
CC(C)(C)C1CCC2(CC1)CC(=O)c1ccccc1O2 (centres undefined)	i	i	i	i	i	i	i	34	-1	i	i
O=C(COc1ccc(Cl)cc1Cl)N/N=C/C1CC=CCC1 (centres undefined)	i	i	i	i	i	i	i	-10	0	i	i
COCCn1c(SCC(=O)N2CCCC2)nc2c([nH]c3ccccc32)c1=O	i	i	i	i	i	i	i	0	·	i	i
O=C(Nc1ccc(C(=O)Oc2ccccc2)c(O)c1)c1ccco1	i	i	i	i	i	i	i	5	2	i	i
Cc1ccc(S(=O)(=O)NC(=NCc2ccccc2)c2ccc(F)cc2)cc1	i	i	i	i	i	i	i	-2	·	i	i
O=C1CS/C(=N/N=C2CCCC2)N1	i	i	i	i	i	i	i	-10	·	i	i
Cc1ccc(N=C2NC(=O)C(CO)(CO)S2)cc1	i	i	i	i	i	i	i	1	-4	i	i
O=C(CN1C(=O)NC2(CCCC2)C1=O)Nc1nc(-c2ccccc2)cs1	i	i	i	i	i	i	i	-1	-1	i	i

Screening data: PubChem BioAssay, several laboratories
